# CHT PAM = CHT positive allosteric modulators, primary screen, cell-based, membrane potential dye, choline EC20; 310,000 compounds, 0.49% hits; CHT-expressing cells; active compounds read high; LV-AA mutant CHT in HEK293 cells; B-score at 10 µM;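 active means initial fluorescence not abnormally high and integrated response B-score, plate-corrected, over 3 SD above library mean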
# Target sequence (Q9GZV3 whole entry, looked up): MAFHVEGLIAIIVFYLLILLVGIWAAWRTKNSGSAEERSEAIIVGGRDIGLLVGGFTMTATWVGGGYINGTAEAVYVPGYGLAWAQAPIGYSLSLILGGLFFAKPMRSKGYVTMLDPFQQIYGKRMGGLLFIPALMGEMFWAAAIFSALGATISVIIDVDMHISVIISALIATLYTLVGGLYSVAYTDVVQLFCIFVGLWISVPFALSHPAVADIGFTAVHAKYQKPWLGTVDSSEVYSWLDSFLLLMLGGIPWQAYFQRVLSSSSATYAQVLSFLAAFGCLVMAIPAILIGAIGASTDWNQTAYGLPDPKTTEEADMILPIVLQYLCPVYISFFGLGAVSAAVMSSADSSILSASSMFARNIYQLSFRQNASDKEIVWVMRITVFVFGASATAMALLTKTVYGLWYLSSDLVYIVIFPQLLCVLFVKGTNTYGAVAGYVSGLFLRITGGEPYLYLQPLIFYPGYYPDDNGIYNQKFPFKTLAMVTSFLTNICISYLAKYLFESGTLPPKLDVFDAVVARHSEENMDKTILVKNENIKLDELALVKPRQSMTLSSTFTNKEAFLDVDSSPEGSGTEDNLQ
# OX1R antag-1 = OX1R (HCRTR1) antagonists, primary screen, fluorescence, CHO/OX1R cells, Fluo-8 calcium, orexin A. Orexin/Hypocretin receptor type 1 (Homo sapiens), O43613. Fluo-8 calcium fluorescence. inhibition, % at 5 µM. 330,000 compounds, 0.43% hits. AID 434989, 2010;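 active means inhibition above its plate's threshold, mean inhibition of all tested compounds on the plate plus 3 SD, cut at about 37% in these data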;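 further: 0% = orexin A challenge wells and 100% = SB-334867-A antagonist wells; not every result past the cut was called active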
# Target sequence (O43613 whole entry, looked up): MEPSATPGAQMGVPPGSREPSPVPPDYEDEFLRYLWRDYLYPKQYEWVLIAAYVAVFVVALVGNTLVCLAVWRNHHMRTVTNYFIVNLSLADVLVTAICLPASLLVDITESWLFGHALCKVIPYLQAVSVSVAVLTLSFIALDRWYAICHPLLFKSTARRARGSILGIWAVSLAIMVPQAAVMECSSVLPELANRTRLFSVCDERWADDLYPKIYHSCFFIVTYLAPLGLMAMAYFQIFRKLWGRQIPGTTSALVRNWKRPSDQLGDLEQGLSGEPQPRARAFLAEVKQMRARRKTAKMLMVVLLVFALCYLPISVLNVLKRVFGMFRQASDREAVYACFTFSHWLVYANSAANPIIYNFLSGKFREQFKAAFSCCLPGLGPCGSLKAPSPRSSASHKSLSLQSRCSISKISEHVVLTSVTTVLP
# OX1R antag-2 = antagonists of human orexin 1 receptor (OX1R); 330,000 compounds, 1.8% hits; AID 485270, 2010; inhibition, % at 6.6 µM; Orexin/Hypocretin receptor type 1 (Homo sapiens), O43613; OX1R-expressing cells, FRET antagonist read-out; in the data active means inhibition mostly above about 38%, no sharp cut-off; inactive means mostly below about 40%;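 further: 0% = agonist challenge alone and 100% = reference antagonist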
# * = called active by the depositor; i = inactive; . = no result given.
# Under each structure – CHT PAM | OX1R antag-1 | OX1R antag-2
CSc1ncccc1C(=O)OCC(=O)N(C)c1c(N)n(Cc2ccccc2)c(=O)[nH]c1=O
    i | -26 | 11
CCC(C)C1C(C#N)=C(N)Oc2n[nH]c(-c3ccccc3)c21 (stereo unspecified)
    i | -3 | 10
COc1cc(C(=O)NCC(=O)n2nc(C)cc2C)cc(OC)c1OC
    i | -17 | 6
Cn1c(SCC(=O)N2CCCCC2)nc2c(c1=O)SCC2
    i | -22 | 10
CCOC(=O)c1cnc(-c2ccccc2)nc1-c1ccccc1
    i | -8 | 26
O=C(C1CCC1)N1CCc2cc(S(=O)(=O)N3CCN(c4ccccn4)CC3)ccc21
    i | -12 | -2
Cc1csc2ncc(C(=O)N(Cc3ccccc3)c3ccccn3)c(=O)n12
    i | -18 | 4
N#Cc1cc(-c2ccccc2)cnc1Sc1ccc(Cl)cc1
    i | -20 | 8
CCC(=O)Oc1ccc2c(=O)c(-c3ccc4ccccc4n3)c(CC)oc2c1C
    i | -14 | 17
O=C(NCCc1ccccc1)c1ccccc1NC(=O)C1CC=CCC1C(=O)O (stereo unspecified)
    i | -2 | 10
CC12CCC(=O)N1C(C(=O)Nc1nnc(SCc3ccc(F)cc3)s1)CS2 (stereo unspecified)
    i | -15 | 43
N#Cc1c2c(c(NCCN3CCOCC3)n3c1nc1ccccc13)CCCC2
    i | -18 | 13
COc1ccc(-c2cc(C#N)nc(Cl)n2)cc1
    i | -4 | 25
COc1ccccc1NC(=S)N(CCc1c(C)[nH]c2ccccc12)Cc1cccs1
    i | 8 | 21
Nc1cc(C(=O)OCC(=O)NCCCc2ccccc2)ccc1Cl
    i | -21 | 3
O=C(CN1CCN(CC(=O)c2ccc(F)cc2)CC1)Nc1ccccc1Cl
    i | -31 | 11
COc1ccc(-c2cc(C(=O)n3cnc4ccccc43)c3ccccc3n2)cc1
    i | -14 | 17
COc1nc(N(C)C)nc(N(C#N)S(=O)(=O)c2ccc(C)cc2)n1
    i | 7 | 3
O=C(O)/C(=C\c1ccccc1)c1ccc2ccccc2c1
    i | -6 | 11
COc1ccc(C(=O)NCCNc2ccc([N+](=O)[O-])cn2)cc1
    i | -14 | 11
Cn1nnnc1SCCNCc1ccccc1F
    i | -12 | 12
O=C(CCc1nnc(Cc2c[nH]c3ccccc23)o1)NC(C1CC1)C1CC1
    i | -27 | 23
Cc1cc(-c2ccco2)n(-c2ccccc2)n1
    i | 5 | 13
COc1cc2c(cc1OC)C(c1ccc(N(C)C)cc1)CC(=O)N2 (stereo unspecified)
    i | -6 | 13
Cc1nc(CCNC(=O)Cc2ccccc2)cs1
    i | -13 | 4
CCCCSc1nnc(-c2ccc(C)cc2)c2ccccc12
    i | -27 | 16
CN(CC(=O)Nc1ccccc1C(F)(F)F)C(=O)COc1ccccc1Cc1ccccc1
    i | -30 | 20
O=C(NCC(=O)N1CCCCCCC1)c1ccc(Br)o1
    i | -20 | 14
COc1ccc(Cc2nc3ccc(C(=O)NCC(C)(C)OC)cc3o2)cc1
    i | 0 | 13
CC(=O)c1cn(CCCCCCCn2cc(C(C)=O)c(=O)[nH]c2=O)c(=O)[nH]c1=O
    i | 8 | 5
NC(=O)C1CCN(C(=O)Nc2csc3ccccc23)CC1
    i | -11 | 12
CCOC(=O)c1ccc(S(=O)(=O)N2CCC(N3CCCCC3)CC2)cc1
    i | -24 | 1
Cc1cc(C(=O)N/N=C/c2c3ccccc3cc3ccccc23)n[nH]1
    i | -16 | 15
COc1ccc(N(C(=O)CNC(=O)c2ccco2)C(C(=O)NCC2CCCO2)c2ccccc2)cc1Cl (stereo unspecified)
    i | -25 | -10
COc1ccccc1/C=C/C=N/N1CCN(Cc2ccc(Cl)cc2)CC1
    i | -7 | 8
Cc1ccc(C(=O)Nc2nccc(C)n2)cc1
    i | -7 | 4
Cc1ccc(N2CC(C(=O)Nc3nnc(SCC(=O)Nc4cc(C)on4)s3)CC2=O)cc1 (stereo unspecified)
    i | -5 | 6
O=[N+]([O-])c1ccc(C(O)CSC(=S)N2CCCCC2)cc1 (stereo unspecified)
    i | 2 | 11
O=C(c1ccccc1NS(=O)(=O)c1cccc([N+](=O)[O-])c1)N1CCOCC1
    i | -3 | 18
Cc1[nH]c(C)c(S(=O)(=O)N2CCN(c3cccc(Cl)c3)CC2)c1C(=O)N1CCCC1
    i | -19 | 22
CCOC(=O)c1c(C)[nH]c(C(=O)C(C)OC(=O)c2cnc(C)cn2)c1C (stereo unspecified)
    . | -11 | 13
Fc1c(F)c(F)c(CSc2nc3ccccc3[nH]2)c(F)c1F
    i | -26 | 23
Cc1cc(-c2ccccc2)n(-c2ccc(C(N)=O)cc2)n1
    i | -17 | 8
CN(/N=C/c1ccc(O)cc1O)c1ncc(C(F)(F)F)cc1Cl
    i | -22 | 11
CCOCCCNC(=O)C1CCN(S(=O)(=O)N2CCCC2)CC1
    i | -10 | 3

# Reformatted: entries from further up
Structure,CHT PAM,OX1R antag-1,OX1R antag-2
NC(=O)C1CCN(C(=O)Nc2csc3ccccc23)CC1,i,-11,12
CCOC(=O)c1ccc(S(=O)(=O)N2CCC(N3CCCCC3)CC2)cc1,i,-24,1

# The list goes on.
# Under each structure – CHT PAM | OX1R antag-1 | OX1R antag-2
Clc1ccc(-c2nnc3n2CCCCC3)cc1
    i | -25 | 18
O=C(COC(=O)CNC(=O)C1CCCCC1)Nc1ccc2ccccc2c1
    i | -16 | 13
O=c1c2ccccc2cnn1Cc1n[nH]c(=S)n1-c1ccc(F)c(Cl)c1
    i | -21 | 15
Cc1ccc(NC(=O)[C@@H](CC(C)C)NC(=O)[C@@H]2Cc3ccccc3CN2)cc1
    i | -25 | 2
O=C(Nc1ccc(Cl)cc1)C(c1ccccc1)N(CCO)CCO (stereo unspecified)
    i | -4 | 8
CCOC(=O)c1cnc2ccc(Cl)cc2c1NCCN(C)C
    i | -22 | 25
NC[C@@H]1O[C@H](O[C@H]2[C@@H](O)[C@H](O[C@@H]3[C@@H](O)[C@H](N)C[C@H](N)[C@H]3O[C@H]3O[C@H](CO)[C@@H](O)[C@H](O)[C@H]3N)O[C@@H]2CO)[C@H](N)[C@@H](O)[C@@H]1O
    i | -18 | 20
CC(=O)N1CCOc2ccc(S(=O)(=O)N3CCCCC3)cc21
    i | 5 | 0
[O-]/[N+](=C\c1cccc(Br)c1)c1ccccc1
    i | 3 | 12
CC(C)(C)c1ccc(NC(=O)COC(=O)CCN2C(=O)c3cccc([N+](=O)[O-])c3C2=O)cc1
    i | -18 | 11
Cc1ccc(/C(O)=C2\C(=O)C(=O)N(C)C2c2cccc([N+](=O)[O-])c2)cc1 (stereo unspecified)
    i | -4 | 17
CN1CCN(c2ccccc2NC(=O)COc2ccc(C3CCCCC3)cc2)CC1
    i | -45 | 25
CN(c1ccc(C(=O)NC2CCCC2)cc1)S(=O)(=O)c1ccccc1
    i | -26 | 11
CCCC12CN3CC(C)(CN(C1)C3c1ccco1)C2=O (stereo unspecified)
    i | -20 | 21
CCCCCC1CC(=O)N(Cc2ccccc2)C(=O)N1 (stereo unspecified)
    i | -15 | 5
Cc1ccc(N2CN(CCc3ccccc3)CNC2=S)cc1
    i | -15 | 1
O=C(N/N=C/c1cccs1)C(O)c1ccccc1 (stereo unspecified)
    i | -1 | 21
CCOC(=O)c1sc(NC(=O)Cc2ccc(F)cc2)nc1C
    i | -23 | 23
Cc1cc(-c2nnc(CCC(=O)NC(C)c3ccccc3Cl)o2)no1 (stereo unspecified)
    i | -16 | 6
COc1ccccc1C(=O)N/C(=C\c1ccc(Br)cc1)C(=O)NCC(=O)O
    i | -15 | -3
CCCCOC(=O)C1=C(C)Nc2ncnn2C1c1ccc(OCC)c(OC)c1 (stereo unspecified)
    i | -34 | 13
O=C(CSc1ncccn1)N1CCN(C(=O)CSc2ncccn2)CC1
    i | 0 | 17
Cc1cc(C)cc(N(CCC#N)C(=O)CSc2ncnc3sccc23)c1
    . | -19 | 4
Cc1nn(C)cc1C(=O)/C=C/c1ccc([N+](=O)[O-])cc1
    i | -13 | 25
O=C(NNC(=O)c1cccc(C(F)(F)F)c1)c1ccncc1
    i | 9 | -11
N#CC1=C(N)Oc2n[nH]c(CSc3ccccc3)c2C12C(=O)Nc1ccccc12 (stereo unspecified)
    i | -7 | 11
COc1ccc(-c2ccc3c(c2)S(=O)(=O)c2cccc(C(=O)NC4CCCCC4)c2C3=O)cc1OC
    . | 1 | 2
NC(=O)c1c(NC(=O)c2ccccc2C(=O)O)sc2c1CCCC2
    i | -11 | 15
CCC(C)C(NC(=O)OC(C)(C)C)C(=O)NC(C(=O)N1CCCC1C(N)=O)C(C)CC (stereo unspecified)
    i | -11 | 11
O=C(CSC(=S)N1CCCC1)N/N=C/c1c(O)[nH]c(=S)[nH]c1=O
    . | -17 | 8
O=C(COc1ccc([N+](=O)[O-])cc1)Nc1nnc(-c2cccnc2)s1
    i | 4 | 8
COc1ccc(CN(C)C(=S)Nc2ccc(Cl)cc2)cc1
    i | -12 | 29
COc1ccccc1NS(=O)(=O)c1cccc(C(=O)N/N=C/c2ccc(N3CCOCC3)cc2)c1
    i | -24 | 11
O=C(Oc1ccccc1)c1ccccc1OS(=O)(=O)c1ccccc1
    i | 61* | 41
COC(=O)c1ccc(Cl)c(NC(=O)CN2CCN(Cc3ccccc3)CC2)c1
    i | -18 | 8
COc1ccc2oc(C(=O)OCC(=O)N3CCN(c4ccccc4)CC3)c(C)c2c1
    i | -26 | 25
CC(=O)C(Cc1ccccc1)NC(=O)COC(=O)c1cccc(C)c1[N+](=O)[O-] (stereo unspecified)
    . | -11 | 10
CCN(CC(=O)Nc1ccc(Br)cc1)C(=O)Cc1cccc(F)c1
    i | -9 | 49*
Cc1cc(C)c2sc(NC(=O)c3ccc([N+](=O)[O-])o3)nc2c1
    i | -19 | 10
Cc1c(NC(=S)NC(=O)C2CCCCC2)c(=O)n(-c2ccccc2)n1C
    i | -18 | 16
Cc1cc(NC(=O)C2(c3ccccc3)CCCC2)no1
    i | -16 | 17
CC(C)CN(C(=O)c1ccco1)c1nc2ccccc2s1
    i | -17 | 18
COc1ccc(OC)c(NC(=O)CC2Oc3ccccc3NC2=O)c1 (stereo unspecified)
    i | -3 | 8
O=C(c1cccc([N+](=O)[O-])c1)N1CCN(S(=O)(=O)N2CCCCC2)CC1
    i | 0 | 7
CCc1ccc(OCc2nnc(-c3ccccc3Br)o2)cc1
    . | -11 | 10
Cc1onc(-c2ccccc2)c1-c1csc(N/N=C/c2ccccc2)n1
    i | -16 | 15
Cn1cc(-c2cc(C(=O)O)on2)cn1
    i | -6 | 9
Cc1cc(C)c2nc(-c3cccnc3)cc(C(=O)NC(C)c3cnn(C)c3C)c2c1 (stereo unspecified)
    i | -18 | 3
O=C(Nc1ccccc1)c1ccc[nH]1
    i | 0 | 2
CC(NC(=O)c1cc2ccccc2o1)c1cccs1 (stereo unspecified)
    i | -20 | 5
NNC(=S)Nc1cc(S(=O)(=O)N2CCOCC2)ccc1N1CCOCC1
    i | -21 | 9
Cc1ccccc1-n1nc(C)c2cc(C(=O)N3CCN(S(=O)(=O)c4ccc(F)cc4)CC3)sc21
    i | -4 | 7
COc1ccc(OC)c(CNS(=O)(=O)c2cc(-c3cc(C)no3)ccc2OC)c1
    i | -1 | 24
CN(C)CCCNC(=O)c1ccc(-c2nc(-c3ccc(Cl)cc3)cs2)cc1
    i | -16 | 14
Oc1ccc(Br)cc1/C=N/Nc1ncc(-c2ccccc2)cn1
    i | -18 | 5
CC(=O)N1CCN(c2ccc(S(=O)(=O)N3CCOCC3)cc2[N+](=O)[O-])CC1
    . | -8 | 17
Cc1c(CN2CCC(CO)(Cc3ccccc3)CC2)c2ccccc2n1C
    i | -29 | 14
N#CCOc1ccc(C2=NO[C@@H]3[C@@H]4C[C@@H]([C@H]5C(=O)N(c6ccc7c(c6)OCO7)C(=O)[C@@H]45)[C@H]23)cc1
    i | -12 | 14
FC(F)(F)c1ccnc(N2CCN(Cc3cnc(-c4ccccc4)[nH]3)CC2)c1
    i | 13 | 6
C/C(=N\NC(=O)c1cc(C)nc2ccccc12)c1ccc([N+](=O)[O-])cc1
    i | -23 | 50

# 5 structures already listed, arranged by length of the SMILES, low to high.
# Under each structure – CHT PAM | OX1R antag-1 | OX1R antag-2
O=C(Nc1ccccc1)c1ccc[nH]1
    i | 0 | 2
Cn1cc(-c2cc(C(=O)O)on2)cn1
    i | -6 | 9
CN(C)CCCNC(=O)c1ccc(-c2nc(-c3ccc(Cl)cc3)cs2)cc1
    i | -16 | 14
FC(F)(F)c1ccnc(N2CCN(Cc3cnc(-c4ccccc4)[nH]3)CC2)c1
    i | 13 | 6
Cc1ccccc1-n1nc(C)c2cc(C(=O)N3CCN(S(=O)(=O)c4ccc(F)cc4)CC3)sc21
    i | -4 | 7

# (more compounds)
# Under each structure – CHT PAM | OX1R antag-1 | OX1R antag-2
O=C(O)CCCCCNc1nc(=S)[nH]c2ccccc12
    i | 3 | 17
N#C/C(=C/c1ccc2c(c1)OCO2)C(=O)NCCc1c[nH]c2ccccc12
    i | -9 | 10
COc1ccc(-c2nnc(-c3cc4ccccc4oc3=O)o2)cc1
    i | 8 | 13
O=C(CSc1nc(O)cc(=O)[nH]1)N1c2ccccc2CCc2ccccc21
    i | -10 | 14
COc1cccc(-c2coc3cc4oc(=O)c(CC(=O)O)c(C)c4cc23)c1
    i | -18 | -5
O=C(O)c1ccccc1C(=O)c1ccc(-c2ccccc2)cc1
    i | 11 | 6
Cc1cc2c(=O)n(CC(=O)N3CCN(c4ccccc4)CC3)cnc2s1
    i | -19 | 23
CC(C)(C)C(=O)NCCN1CCN(C(=O)C(C)(C)C)CC1
    i | -6 | 21
